Compound activity as filed in PubChem.
DAX1 inh-1 = DAX1 (NR0B1) inhibitors, primary screen, cell-based, HEK293, Gal4-DAX1, luciferase luminescence; HEK293 Gal4-DAX1 luciferase reporter; inhibition, % at 6.75 µM; 340,000 tested, 0.99% active; AID 504766, 2011;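 active = inhibition above the mean over all tested compounds plus 3 SD, cut at about 4.2% in these data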;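 also: 0% = DAX1-transfected cells with DMSO and 100% = empty-vector control cells with DMSO; inhibition shows as a rise in luminescence from relieved DAX1 repression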
SMARCA2 act = SMARCA2 (BRM) function activators, primary screen, cell-based, luminescence, high throughput; MG213 cells, MMTV-luciferase reporter, dexamethasone, overnight; activation, % at 9.1 µM; 370,000 tested, 1% active; AID 652017, 2013; in the data active = activation above about 7.8%;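 also: 0% = vehicle wells and 100% = reference activator wells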
GAA850 FXN act = FXN promoter activators, primary screen, cell-based, luciferase luminescence, HEK293 lucGAA850. 360,000 tested, 0.56% active. activation, % at 6 µM. AID 540364, 2011. HEK293 lucGAA850 FXN promoter luciferase reporter, 24 h; percent of 10 µM SAHA response;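 active = activation above the average of all compounds screened plus 3 SD, cutoff fixed separately per campaign, cut at about 7.5% in these data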;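 also: 0% = DMSO wells and 100% = 10 µM SAHA wells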
sPLA2-III inh = human group III sPLA2 inhibitors, primary screen, biochemical, QFRET, BODIPY PC-A2 liposome substrate; 370,000 tested, 0.56% active; QFRET BODIPY PC-A2 liposome hydrolysis, fluorescence; inhibition, % at 12.2 µM; Group 3 secretory phospholipase A2 (Homo sapiens), Q9NZ20;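 active = inhibition above mean plus 3 SD of compounds lying within the high and low control bounds, cut at about 19% in these data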;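 also: 0% = median of test compound wells and 100% = no enzyme DMSO wells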
GC-A act = GC-A stimulated cGMP production enhancers – HEK293 GC-A cells, cGMP TR-FRET, EC30 ANP, primary screen; activation, % at 10 µM; Atrial natriuretic peptide receptor 1 (Homo sapiens), P16066; 370,000 tested, 0.14% active; 0% at EC30 ANP, 100% saturating ANP; in the data active = activation above about 40%
Target sequence (P16066 whole entry, looked up): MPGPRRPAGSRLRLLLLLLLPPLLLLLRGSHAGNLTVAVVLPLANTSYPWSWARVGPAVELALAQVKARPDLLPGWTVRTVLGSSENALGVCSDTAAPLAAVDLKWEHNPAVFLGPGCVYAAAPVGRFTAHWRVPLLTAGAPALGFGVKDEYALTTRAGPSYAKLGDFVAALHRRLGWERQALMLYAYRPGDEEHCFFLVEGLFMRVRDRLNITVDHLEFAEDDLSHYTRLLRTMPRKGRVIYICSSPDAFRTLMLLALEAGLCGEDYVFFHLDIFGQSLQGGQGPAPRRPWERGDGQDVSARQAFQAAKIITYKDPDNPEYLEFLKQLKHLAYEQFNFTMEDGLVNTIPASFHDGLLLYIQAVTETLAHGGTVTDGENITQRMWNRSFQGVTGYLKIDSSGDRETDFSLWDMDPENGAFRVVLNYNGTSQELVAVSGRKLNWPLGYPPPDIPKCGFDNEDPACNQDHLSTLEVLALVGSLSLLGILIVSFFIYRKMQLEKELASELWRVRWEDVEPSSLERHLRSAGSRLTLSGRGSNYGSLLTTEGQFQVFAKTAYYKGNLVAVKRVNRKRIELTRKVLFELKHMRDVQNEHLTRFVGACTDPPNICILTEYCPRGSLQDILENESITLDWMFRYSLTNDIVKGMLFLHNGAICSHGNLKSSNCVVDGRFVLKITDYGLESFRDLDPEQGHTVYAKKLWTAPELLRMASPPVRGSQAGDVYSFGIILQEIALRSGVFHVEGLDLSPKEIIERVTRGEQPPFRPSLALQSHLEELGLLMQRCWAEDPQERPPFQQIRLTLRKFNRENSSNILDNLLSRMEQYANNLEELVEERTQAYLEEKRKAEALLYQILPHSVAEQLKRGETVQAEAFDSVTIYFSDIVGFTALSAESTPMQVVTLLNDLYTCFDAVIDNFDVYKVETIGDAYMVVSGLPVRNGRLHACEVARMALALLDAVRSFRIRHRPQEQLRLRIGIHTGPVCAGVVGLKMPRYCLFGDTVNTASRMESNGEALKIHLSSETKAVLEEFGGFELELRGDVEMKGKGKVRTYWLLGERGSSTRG
DAX1 inh-2 = DAX1 (NR0B1) inhibitors on StAR promoter, primary screen, cell-based, luminescence, SF-1 (NR5A1), full-length DAX-1; HEK293T StAR-luciferase reporter, SF-1/DAX-1 repression relief; inhibition, % at 6.8 µM; 370,000 tested, 1.1% active; AID 652010, 2013;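 active = inhibition above the mean over all tested compounds plus 3 SD, cut at about 3.6% in these data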;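 also: 0% = DAX-1 cells with DMSO and 100% = cells lacking DAX-1 with DMSO; higher inhibition means more luminescence from relief of DAX-1 repression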
hcDAF12 agonist = H. contortus DAF-12 nuclear receptor activators, primary screen, cell-based, luminescence, HEK293, lit1-tk-luc reporter | activation, % at 6.8 µM | HEK293 hcDAF-12 lit1-tk-luc reporter; 0% DMSO, 100% Δ7-dafachronic acid | 370,000 tested, 1.4% active | AID 652067, 2013;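 active = activation above the mean of all tested compounds plus 3 SD, cut at about 5.5% in these data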;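 also: 100% = response to 3 µM Δ7-dafachronic acid high control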
proKLK7 act = proKLK7 zymogen activators, primary screen, biochemical, fluorescence intensity; purified proKLK7, EDANS-DABCYL substrate fluorescence; 100% is mature enzyme control, 0% vehicle; activation, % at 7 µM; 370,000 tested, 0.9% active; AID 652039, 2013;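 active = activation above the mean of all tested compounds plus 3 SD, computed per campaign excluding outliers beyond control limits, cut at about 13% in these data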
GC-B act = human GC-B receptor activators, primary screen, HEK293 GC-B cells, cGMP TR-FRET, EC30 CNP; Atrial natriuretic peptide receptor 2 (Homo sapiens), P20594; 0% at EC30 CNP, 100% saturating CNP; activation, % at 10 µM; 370,000 tested, 0.11% active; AID 1920062, 2024;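 active = activation at 10 µM reaching about 35% in either raw or pattern-adjusted values, limit read from the data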
hgDAF-12 ag = H. glycines DAF-12 receptor agonists, primary screen, cell-based, luminescence, HEK293, GAL4 fusion, UAS-luciferase; Nuclear hormone receptor DAF-12 (Heterodera glycines), GAL4 fusion; HEK293 GAL4-hgDAF12 UAS-luciferase reporter, agonist luminescence; normalized to butyrate control; activation, % at 6.8 µM; 370,000 tested, 1.8% active; AID 687014, 2013;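 active = activation above a cutoff set at the mean of all screened compounds plus 3 SD, cut at about 10% in these data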;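 also: 0% = DMSO wells and 100% = sodium butyrate wells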
ssDAF12 agonist = S. stercoralis DAF-12 nuclear receptor activators, primary screen, cell-based, luminescence, HEK293, GRIP1 co-expression, lit1-tk-luc | Nuclear hormone receptor DAF-12 (Strongyloides stercoralis) | HEK293 ssDAF-12/GRIP1 lit1-tk-luc reporter; % of 3 µM dafachronic acid response | activation, % at 6.8 µM | 370,000 tested, 1% active | AID 652126, 2013;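 active = activation above the mean over all tested compounds plus 3 SD, cut at about 0.9% in these data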;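 also: 0% = DMSO-only wells and 100% = 3 µM delta7-dafachronic acid wells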
* marks the source's active call; other numbers are inactive results; / = not tested or not shown. An unsorted share of the library, and some 6.7% of all compounds hit somewhere here.

SMILES	DAX1 inh-1	SMARCA2 act	GAA850 FXN act	sPLA2-III inh	GC-A act	DAX1 inh-2	hcDAF12 agonist	proKLK7 act	GC-B act	hgDAF-12 ag	ssDAF12 agonist
Cc1ccc2nc(N(CCN(C)C)C(=O)C3=COCCO3)sc2c1	0.9	-0.4	3.2	-6.0	1.3	2.6	-1.0	0.2	4.7	5.7	-1.2
CCOc1ccc(S(=O)(=O)NC(C)(C)C)cc1-c1nc2c(C(C)(C)C)nn(C)c2c(=O)[nH]1	-0.3	-2.1	-0.9	-3.7	56.8*	-1.2	-2.8	0.2	60.5*	-1.5	-2.3
Cc1cccc(NC(=O)CNC(=O)COC(=O)c2ccco2)c1C	0.6	2.5	1.8	-2.2	-2.4	-0.7	0.7	-0.5	4.7	1.6	-0.9
Cc1cc(C)nc(NS(=O)(=O)c2ccc(N3C(=O)C4CCCCC4C3=O)cc2)n1 (stereo not given)	-1.9	-0.9	0.3	-4.3	1.7	0.4	1.8	0.4	-2.1	0.2	0.1
CCC(COC(=O)c1ccccc1)Oc1cc(NCc2ccccc2)c2ncn(C(C)C)c2c1 (stereo not given)	0.7	-0.5	0.9	0.9	-0.7	-1.1	-1.1	0.4	17.4	-3.9	-1.3
COc1ncnc2c1ncn2CC1COC(C)(C)O1 (stereo not given)	-0.2	-0.7	-0.8	1.8	-3.5	0.6	1.2	0.0	2.5	-3.2	-1.6
CC(=O)C[C@@H](O)CC(=O)[C@@H]1OC(=O)[C@H](C)C/C=C\Cc2ccccc21	0.8	0.3	0.6	-1.3	2.8	0.7	-0.9	-0.9	1.9	-1.1	-0.6
CC(=O)Nc1nonc1-c1nc2ccccc2n1CCC#N	-0.1	5.7	2.4	-2.0	-0.6	0.0	1.2	0.3	2.0	-1.4	-1.3
CC(=O)Nc1cccc(-c2ccnc3c2CC(C(=O)Nc2ccc(Cl)cc2)O3)c1 (stereo not given)	/	-5.8	-2.1	-48.3	-10.5	-2.8	-3.1	0.5	-5.3	-3.5	-2.1
Cc1cc(C)cc(N(CC(=O)NCc2cccnc2)S(C)(=O)=O)c1	-1.1	-3.3	1.6	13.7	-1.6	-0.4	-1.0	0.7	3.0	1.1	-0.6
CC(C)CNC(=S)N1CCC(NC(=O)C23CC4CC(CC(C4)C2)C3)CC1	-0.9	-1.8	-1.0	7.7	0.7	-0.2	-1.7	0.2	3.9	1.9	-1.3
CC(C)(C)OC(=O)Nc1ncnc2c1ncn2C1OC(CO)C2OC(C)(C)OC21 (stereo not given)	3.2	-0.8	0.0	-0.9	1.5	0.0	-1.1	0.3	0.2	-0.9	-2.1
NS(=O)(=O)c1ccc(Oc2ccc(S(N)(=O)=O)cc2)cc1	0.4	-2.6	-1.4	-0.9	0.6	-0.1	-2.7	-0.4	-4.0	-0.7	-1.0
O=S(=O)(c1ccc2ccccc2c1)N1CCC(c2nc(-c3ccncc3)no2)CC1	-0.1	0.1	2.0	-4.8	-16.9	0.2	0.0	-0.2	-10.2	0.8	-1.2
O=C(N/N=C/c1coc2ccccc2c1=O)c1cc2ccccc2o1	-0.1	-1.8	-4.1	6.4	1.3	-0.4	2.5	1.3	-1.8	2.1	-1.2
N#CCCNc1c(Cl)cc(Cl)cc1C(=O)O	-0.8	-1.1	2.0	8.0	1.6	-0.6	-1.0	-0.3	3.4	1.7	-1.9
CC(=O)N1c2ccc(S(=O)(=O)N3c4ccccc4CC3C)cc2CC1C (stereo not given)	0.0	0.1	-0.2	-4.7	1.4	-2.0	-1.7	0.1	-2.5	-3.0	-1.7
COc1ccc(/C=C(\NC(=O)c2ccc(OC)cc2)C(=O)NC(CCSC)C(=O)O)cc1 (stereo not given)	0.0	1.5	2.1	1.1	0.4	-0.7	0.5	-0.2	7.2	0.8	-1.4
O=c1c2cccc3c2c(nn1-c1ccccc1)-c1ccccc1-3	-0.4	-2.0	-0.3	7.4	12.2	0.2	1.6	-0.8	-5.4	6.0	-1.2
CN1OC(Cn2cc(C#N)c(=O)n(C)c2=O)CC1c1ccccc1 (stereo not given)	-1.0	1.6	1.1	1.3	-0.1	0.4	-1.4	0.1	1.9	-0.4	-0.8
O=C(O)[C@H]1CCCN1S(=O)(=O)c1cccc2cccnc12	1.2	0.1	1.4	5.4	-0.9	-0.3	-1.1	0.3	3.3	2.2	-0.9
O=[N+]([O-])c1cccc(/C=N/n2c(C3CCCCC3)n[nH]c2=S)c1	-1.5	-1.8	2.1	8.4	2.1	0.5	-2.8	0.1	-1.4	1.4	-1.3
Cc1c(C(=O)NN)sc(=S)n1C	1.5	-4.0	0.9	6.4	4.0	0.1	0.2	0.0	0.1	0.8	-1.6
CCc1nnc(NC(=O)C(NC(=O)c2ccccc2Cl)C(C)C)s1 (stereo not given)	0.7	-3.5	1.9	-2.2	3.2	0.3	-0.1	-0.3	-2.0	-2.0	-1.8
COc1cccc(CN2CCCC(C(=O)N3CCCCC3)C2)c1 (stereo not given)	0.7	-0.7	-0.7	0.1	1.5	-0.6	-1.4	0.2	2.7	-0.7	-0.4

Further structures.
SMILES	DAX1 inh-1	SMARCA2 act	GAA850 FXN act	sPLA2-III inh	GC-A act	DAX1 inh-2	hcDAF12 agonist	proKLK7 act	GC-B act	hgDAF-12 ag	ssDAF12 agonist
COc1ccccc1-c1cc2nc(NCCc3ccc(S(N)(=O)=O)cc3)ccn2n1	/	-2.3	-0.9	-26.2	-3.7	-1.6	-2.2	3.8	-2.0	0.1	-1.9
Cc1ccc(C(=O)Nc2ccccc2C(=O)O)cc1S(=O)(=O)Nc1ccc(Br)cc1	-0.2	-3.7	1.2	-51.1	1.6	-0.3	-0.4	0.1	-1.4	-0.8	-1.0
Fc1cccc(F)c1CSc1nc2ccccc2[nH]1	2.1	2.4	2.8	1.7	0.6	5.1*	4.5	0.0	-6.8	11.8*	0.5
O=C(c1ccccc1Br)N(Cc1ccccc1)c1ccccc1	-0.3	-5.2	2.6	-3.0	-19.6	-0.6	-2.4	0.1	-1.0	-0.1	-1.0
CCc1cccc(C)c1NC(=O)C1C2CCC(O2)C1C(=O)O (stereo not given)	1.6	-1.4	2.5	4.2	2.4	0.0	-0.2	-0.4	-5.5	-0.7	-1.4
COc1cc(OC)c(NS(=O)(=O)c2cccc(C(=O)OCC(=O)NCC3CCCO3)c2)cc1Cl (stereo not given)	0.8	-1.1	-0.1	-8.9	-5.4	-0.2	-2.5	-0.1	-5.1	1.2	-2.1
Cc1onc(-c2ccccc2)c1-c1nnc(CN2CCN(S(=O)(=O)c3ccccc3)CC2)o1	-0.8	-2.6	1.2	-9.9	-3.9	-0.2	-1.9	0.3	-0.9	-0.2	-1.2
O=C(Nc1ccccc1)c1ccc(CSc2ncccn2)cc1	1.4	5.9	4.2	3.2	-2.9	2.8	3.6	-0.2	-0.5	15.9*	0.0
O=C(NCc1ccco1)c1ccc(NS(=O)(=O)c2cccc([N+](=O)[O-])c2)cc1	-0.8	-3.3	1.6	-6.5	0.7	0.0	-1.9	-0.2	-0.4	1.0	-1.2
COc1ccc(/C=N/NC(=O)c2ccc(COc3ccccc3Cl)o2)cc1	-0.7	-2.6	2.0	-11.1	-0.1	-0.4	-1.5	-75.9	8.2	-2.5	-0.7
Clc1ccc(CSc2ccc(-c3cccnc3)nn2)cc1	-1.2	-0.4	2.9	1.8	-0.1	-1.4	-2.6	0.4	-3.2	-0.2	-1.8
CN(C)c1oc(-c2cccs2)nc1C#N	0.4	0.3	1.0	3.8	4.6	-0.3	-1.0	38.7*	-6.8	-1.5	-1.0
O=C1c2ccccc2C(=O)N1Cc1nc(-c2ccccc2)no1	0.9	0.0	0.8	1.1	-1.9	-0.6	-0.7	0.5	-0.9	0.5	-0.8
Nc1nc(NCCCN2CCOCC2)nc(Nc2ccccc2F)c1[N+](=O)[O-]	4.5*	-4.8	0.7	2.0	10.4	0.1	-2.4	-0.3	-0.8	-4.1	-1.5
CC(C)(C)c1cc[n+](-c2[nH]c(=O)sc2/C=N/N=C(\[O-])c2cccnc2)cc1	1.4	-1.2	0.0	0.9	-0.3	0.7	2.5	0.2	3.4	0.4	-0.7
OC(c1cccc(Cl)c1)c1nc(-c2cc3ccccc3o2)cs1 (stereo not given)	/	-0.2	0.1	-10.6	0.1	-0.8	2.5	0.6	-3.3	0.5	-1.4
CC(C)C(c1nnnn1Cc1ccc(F)cc1)N1CCN(C2CCCCC2)CC1 (stereo not given)	0.7	-0.7	-0.5	-1.7	-4.5	0.6	0.1	-0.3	-1.1	0.1	-1.1
Cc1ccc(C(=S)N2CCN(Cc3ccccc3)CC2)cc1	0.2	-3.7	-0.8	-0.8	6.3	-0.6	-0.1	-0.1	-0.7	0.2	-1.5
CCC(=O)N1CCC(C)(C(=O)Nc2ccc3c(c2)OCCO3)C1 (stereo not given)	/	-0.3	1.4	-2.5	3.7	0.7	-2.1	0.4	4.5	1.4	-0.9
Cc1cc(C)n(-c2ccc(C(=O)O)cc2)n1	-0.2	-2.9	-0.9	12.2	-1.3	0.1	1.7	-0.1	2.4	-1.1	-0.8
Cc1cc(C)n(CC(O)COc2ccccc2C(=O)Nc2ccccc2)n1 (stereo not given)	-0.6	-2.2	-1.1	-10.2	-4.4	-1.2	-0.7	-0.2	-5.4	-1.3	-1.2
CCOC(=O)C1CCN(C(=O)C2CCN(c3nc4ccc(OC)cc4s3)CC2)CC1	-1.7	-3.9	-1.4	2.2	-0.5	-1.3	-2.3	-0.5	2.7	-4.2	-1.9
CCOC(=O)CNC(=O)C(=O)c1c(O)[nH]c2ccccc12	0.4	-2.8	-0.2	-2.8	-0.8	0.7	3.4	0.1	-1.6	-2.7	0.2
COc1cc(OC)cc(C(=O)Nc2ccc(C(=O)c3ccncc3)cc2)c1	-0.8	-0.2	-1.5	-4.0	1.7	0.0	-1.3	0.4	4.7	-0.3	-1.2
CC(=O)NC1CC2CCCC(C1)N2C(=O)Nc1ccccc1 (stereo not given)	-0.1	-1.4	-1.7	-2.6	2.0	0.0	0.5	0.1	-4.7	0.3	-1.2
Cc1ccc(S(=O)(=O)c2nc(-c3ccc(F)cc3)oc2SCC(N)=O)cc1	-1.8	3.6	2.9	-7.7	1.7	-1.1	-1.3	-0.3	-1.3	0.2	0.6
